# FEN1 inh: blocks human flap endonuclease 1; Recombinant FEN1 flap cleavage, fluorescence, 15 min; Potency, µM (doses to about 114 µM), for the others: at the highest dose activity change, negative = inhibition, usual class: inhibitors; 390,000 compounds, 0.35% hits; note: nearly all actives have a fitted effect of over 65% in size
# Target sequence (P39748 whole entry, looked up): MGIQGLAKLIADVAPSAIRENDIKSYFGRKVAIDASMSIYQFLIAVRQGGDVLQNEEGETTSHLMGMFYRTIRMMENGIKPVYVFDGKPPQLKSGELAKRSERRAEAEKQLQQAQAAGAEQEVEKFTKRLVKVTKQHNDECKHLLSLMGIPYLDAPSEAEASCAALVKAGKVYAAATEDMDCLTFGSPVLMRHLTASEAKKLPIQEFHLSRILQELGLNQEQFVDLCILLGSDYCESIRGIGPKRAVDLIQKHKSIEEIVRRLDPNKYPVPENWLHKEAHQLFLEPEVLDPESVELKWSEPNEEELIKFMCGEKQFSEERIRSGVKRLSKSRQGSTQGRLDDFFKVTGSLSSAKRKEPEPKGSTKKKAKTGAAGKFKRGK
#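 Steps: FEN1 (10 nM) dispensed; compound added by pin tool; 15 min at room temperature; substrate added to 50 nM final; reads at 0 min and 15 min; data normalized and fitted (four-parameter Hill).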
# KAT2A inh: GCN5L2 (KAT2A) acetyltransferase inhibition | Q92830 | GCN5L2 HAT assay, ThioGlo1 CoA-SH fluorescence | Potency, µM (titrated, usually from 58.9 µM), inactives show at the top dose activity change, negative = inhibition, usual class: inhibitors | 390,000 compounds, 0.21% hits | AID 504327
#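 qHTS, 1536-well. 20nM enzyme, pH 7.5 HEPES/EDTA/Tween-20 buffer; 15 min compound preinc., RT. Start: 75uM H3(1-25), 70uM AcCoA, 50uM ThioGlo1. Read Ex340/Em540 at t=0 (autofluorescence flag) and t=20 min.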
# N370S GC mod: inhibits or activates N370S mutant glucocerebrosidase; P04062; N370S GC spleen homogenate, 4MU-glucoside fluorescence; Potency, µM (titrated, usually from 59.4 µM), for the others: at the highest dose activity change, negative = inhibition, usual class: inhibitors; 330,000 compounds, 0.092% hits;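 note: 0% = full enzyme activity and -100% = no enzyme basal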
# Active calls of the source: *; ? = inconclusive; · = not tested or not shown; & = joins results of further samples; [ ] = dose if it differs, or a comment. Calls come from the whole dose curve; as a rule, active = well fitted curve in the direction sought with a large enough effect; inconclusive = small, poorly fitted or top-dose-only effect, or another doubt; inactive = no such curve, though single readings can be large; an effect the other way counts as inactive or inconclusive. Unless noted, % is set by controls: 0 for no effect and ±100 for the full control effect; potency is the fitted concentration of half-maximal effect.
# Start of the listing, in advance:
SMILES,FEN1 inh,KAT2A inh,N370S GC mod
C/C(N)=C(/C#N)C(=O)COC(=O)C(NS(=O)(=O)c1ccc(Cl)cc1)C(C)O (stereo unspecified),13%&-14%,0%,?
Nc1ccc(-c2ccc(C(=O)O)s2)cn1,-14%,-21%,?
COc1ccc(Cl)cc1S(=O)(=O)N1CCCC1,-8%,-6%[0.501 µM],1%
O=C(c1ccccc1)c1c[nH]c(C(=O)C(Cl)(Cl)Cl)c1,-12%,0%,2%
CCOC(=O)C1CCN(S(=O)(=O)c2ccc3c4c2CC(=O)N4CC(C)S3)CC1 (stereo unspecified),2%,2%,-2%
CC(=O)c1c(C)[nH]c(C(=O)OCC(=O)NCCC(C)C)c1C,-10%,-5%,7%
Cc1ccc(N2CC(C(=O)N3CCCc4ccccc43)CC2=O)cc1 (stereo unspecified),-8%,-8%,22%

# The whole of this part, repeating the preview:
SMILES,FEN1 inh,KAT2A inh,N370S GC mod
C/C(N)=C(/C#N)C(=O)COC(=O)C(NS(=O)(=O)c1ccc(Cl)cc1)C(C)O (stereo unspecified),13%&-14%,0%,?
Nc1ccc(-c2ccc(C(=O)O)s2)cn1,-14%,-21%,?
COc1ccc(Cl)cc1S(=O)(=O)N1CCCC1,-8%,-6%[0.501 µM],1%
O=C(c1ccccc1)c1c[nH]c(C(=O)C(Cl)(Cl)Cl)c1,-12%,0%,2%
CCOC(=O)C1CCN(S(=O)(=O)c2ccc3c4c2CC(=O)N4CC(C)S3)CC1 (stereo unspecified),2%,2%,-2%
CC(=O)c1c(C)[nH]c(C(=O)OCC(=O)NCCC(C)C)c1C,-10%,-5%,7%
Cc1ccc(N2CC(C(=O)N3CCCc4ccccc43)CC2=O)cc1 (stereo unspecified),-8%,-8%,22%
Cc1cc(N2C(=O)C(O)=C(C(=O)c3cccs3)C2c2cccc(O)c2)no1 (stereo unspecified),-14%,29%,0%
CSc1ccccc1NC(=O)CN(C)C(=O)CCc1c[nH]c2ccccc12,-1%,-2%,-2%
O=C(Nc1ccc(S(=O)(=O)NC2=NCCCCC2)cc1)C1COc2ccccc2O1 (stereo unspecified),-7%,0%,1%
Cc1ccc(S(=O)(=O)NN2C(=O)c3ccccc3NC2(C)C)cc1,6%,-18%,18%
O=C(O)CCCCCCCCc1cn(CN2C(=O)c3ccccc3C2=O)nn1,12%&19%,1%,-25%

# Some of the entries so far, with values under each structure.
# Each structure is followed by: FEN1 inh	KAT2A inh	N370S GC mod
- C/C(N)=C(/C#N)C(=O)COC(=O)C(NS(=O)(=O)c1ccc(Cl)cc1)C(C)O (stereo unspecified)
  13%&-14%	0%	?
- Nc1ccc(-c2ccc(C(=O)O)s2)cn1
  -14%	-21%	?
- COc1ccc(Cl)cc1S(=O)(=O)N1CCCC1
  -8%	-6%[0.501 µM]	1%
- O=C(c1ccccc1)c1c[nH]c(C(=O)C(Cl)(Cl)Cl)c1
  -12%	0%	2%

# (further entries)
SMILES,FEN1 inh,KAT2A inh,N370S GC mod
CCOc1ccc(C(Nc2ccc(C)cc2)P2(=O)OCC(C)(C)CO2)cc1 (stereo unspecified),-7%,3%,-12%
Cc1ccc(NC(=S)NC(CO)C(O)c2ccc([N+](=O)[O-])cc2)cc1 (stereo unspecified),4%,-1%,3%
COc1cccc(-c2csc3nnc(SCC(=O)NCc4cccs4)n23)c1,10%,-1%,-4%
N#CC(/C(=N/S(=O)(=O)c1cccs1)c1ccccc1)c1nc2ccccc2[nH]1 (stereo unspecified),6%,-8%[0.501 µM],23%
CC(=O)NCCc1nc2ccccc2n1Cc1cccc(C)c1,-4%,-7%,5%
Cc1cccc(C)c1NC(=O)CSc1nc(C)c(CC(=O)c2ccc(Br)cc2)c(C)c1C#N,1%,39%[activator],-8%
CN1CCN(c2ccc(S(=O)(=O)N3CCCCC3)cc2N)CC1,3%,2%,·
Cc1ccc(NC(=O)c2c(C)oc3ncnc(N4CCCCC4)c23)cc1Cl,0%,20%,·
Cc1nn(CC(=O)N2CCCCC2)c(=O)c2cc3occc3n12,-3%,-22%,·
Cc1cc(F)ccc1S(=O)(=O)N1CCCOC1CNC(=O)C(=O)NC1CCCCC1 (stereo unspecified),17%,-16%,-5%
O=C(CCSc1nnc(-c2ccncc2)o1)Nc1ccc(F)cc1,-3%,-3%,4%
CC(C)(C)c1ccc(C(=O)NC(Cc2c[nH]c3ccccc23)C(=O)OCC(=O)c2ccc(Br)cc2)cc1 (stereo unspecified),2%,-2%,·
CN(C(=O)c1ccc(-c2nn(C)c(=O)c3ccccc23)cc1)C1CCCCC1,-1%,1%,-8%
CCCCOc1ccc(C2OC34CCCCC3C(C#N)(C#N)C2(C#N)C(=N)O4)cc1 (stereo unspecified),?,-11%,23%
CCn1c(SCC(=O)Nc2ccc(Cl)cc2)nc2nc3c(cc2c1=O)CCCC3,2%,3%,?
Cc1onc(-c2ccccc2)c1-c1n[nH]c(=S)n1-c1ccccc1Cl,12%,-8%,·
Cc1ccnc(SC2CC(=O)N(c3ccc([N+](=O)[O-])cc3)C2=O)n1 (stereo unspecified),3%,-2%,0%
CCC(C)Sc1ccc([C@@H]2[C@@H]3C(=O)N(CC)C(=O)[C@@H]3[C@]3(C(=O)OC)CCCCN23)cc1OC (stereo partly specified),-28%,-11%,·
COc1ccc(C2CC(C)=NN2C=O)cc1OC (stereo unspecified),9%,?,6%
Cc1ccc(CNC(=O)C2CCCN2S(=O)(=O)c2ccc3c(c2)C(C)(C)C(=O)N3C)cc1 (stereo unspecified),4%,-8%,-2%
COc1ccc(Cl)cc1S(=O)(=O)N1CCC(C(=O)NCCC2=CCCCC2)CC1,-1%,-19%,-12%
O=C(COc1ccc(Br)cc1Br)NC(=S)Nc1cccc(CO)c1,-3%,-3%,15%
CC(=O)NC(N1CCCCC1)C(F)(F)C(F)(F)C(F)(F)C(F)F (stereo unspecified),-1%,0%,1%[2.35 µM]
CCn1cc(/C=C(\NC(=O)c2ccccc2F)C(=O)NCCCN2CCOCC2)c2ccccc21,17%,-6%,-13%

# Filtered by structure, those above with a cyano group.
SMILES,FEN1 inh,KAT2A inh,N370S GC mod
C/C(N)=C(/C#N)C(=O)COC(=O)C(NS(=O)(=O)c1ccc(Cl)cc1)C(C)O (stereo unspecified),13%&-14%,0%,?
N#CC(/C(=N/S(=O)(=O)c1cccs1)c1ccccc1)c1nc2ccccc2[nH]1 (stereo unspecified),6%,-8%[0.501 µM],23%
Cc1cccc(C)c1NC(=O)CSc1nc(C)c(CC(=O)c2ccc(Br)cc2)c(C)c1C#N,1%,39%[activator],-8%
CCCCOc1ccc(C2OC34CCCCC3C(C#N)(C#N)C2(C#N)C(=N)O4)cc1 (stereo unspecified),?,-11%,23%

# Further records
SMILES,FEN1 inh,KAT2A inh,N370S GC mod
Nc1ccc(C2=Nc3cccc4cccc(c34)N2)cc1,-21%,-11%,16%
CCOC(=O)CSc1n[nH]c(=S)s1,-14%,25µM*,11%
C=CCC[C@@H](Cc1ccc(F)cc1)C(=O)OC[C@@H](C)NC(=O)[C@@H](CC=C)CC(=O)N[C@H](CO)Cc1ccccc1,17%,-3%,·
CC1(C)Cc2cccc(OCC(=O)O)c2O1,-9%,-8%,-3%
Cc1[nH]n(-c2ccccc2)c(=O)c1C(C[N+](=O)[O-])c1ccc(F)cc1 (stereo unspecified),-19%,-5%,-3%
CCCCCCCC(=O)NC(Nc1ccc(S(N)(=O)=O)cc1)C(Cl)(Cl)Cl (stereo unspecified),?,?,-8%
Cc1cc(/C=C2\SC(=Nc3ccc(F)cc3)NC2=O)c(C)n1-c1ccc(S(N)(=O)=O)cc1,-18%,-10%,-21%
COc1ccc(C2C(C(C)=O)=C(O)C(=O)N2CCc2c[nH]c3ccccc23)cc1OC (stereo unspecified),2%,3%,-3%
COc1ccc2c(c1)[C@H]1[C@H](CO2)[C@H](c2ccccc2)[C@]2(C)C(=O)Nc3cc(OC)c(OC)cc3C(=O)N12,1%,-10%,-2%
COC(=O)c1cc(OC)c(OC)cc1N,-5%,0%,15%
COc1ccc(CNC(=O)c2cccc(-c3ccc(C)c4ccccc34)n2)cc1,5%,-9%,6%
Nc1nc(Nc2cccc(Cl)c2)sc1C(=O)c1ccc(F)cc1,-18%,-6%,·
COc1ccc(C)cc1S(=O)(=O)N1CCCC(C(=O)NC2CC2)C1 (stereo unspecified),15%,-6%,0%
CN(CC(=O)Nc1ccc(N2CCOCC2)cc1)CC(=O)Nc1cccc(C#N)c1,0%,1%,3%
COc1ccc(C(=O)Sc2ccc(Cl)cc2)cc1OC,-11%,3%,9%
CCOc1cccc(-c2nnc3sc(-c4cc(OC)c(OC)c(OC)c4)nn23)c1,-8%,0%,0%
O=C(OCCN1CCOCC1)c1ccc2c(c1)OCCO2,5%,·,3%
Cc1noc(C)c1COc1ccccc1C(=O)N(C)CC(=O)Nc1ccc(F)c(F)c1F,-8%,-4%,·
O=C(COC(=O)C1(c2ccc(F)cc2)CCCC1)NCc1ccc2c(c1)OCO2,-16%,-2%,21%
CCOC(=O)C1C(=O)NC(N2CCc3ccccc32)=NC1c1ccccc1 (stereo unspecified),1%,2%,24%
CCN1C(=O)/C(=C2\SC(=S)N(c3c(C)n(C)n(-c4ccccc4)c3=O)C2=O)c2ccccc21,-8%,-3%,-3%
COc1ccccc1-c1nc(S(=O)(=O)c2ccccc2)c(N2CCC(C)CC2)o1,1%,4%,·
CCc1cccc(CC)c1-n1c(SCC(=O)N2CCCc3ccccc32)nc(O)cc1=O,-23%,-12%,·
CCN1CCN(CC2COc3ccccc3O2)CC1 (stereo unspecified),-18%,-2%,-15%
CCOC(=O)c1cc2c(=O)n3ccccc3nc2n(Cc2ccco2)c1=NC(=O)c1ccccc1OC,-12%&-24%,-5%&-3%,?
CC(=O)Nc1ccc(S(=O)(=O)N2CCN(c3cccc(C)c3C)CC2)cc1,-5%,-14%,-9%
CC(=O)Nc1ccc(C(=O)CSc2nccc(=O)[nH]2)cc1,-3%,-6%,-1%
CN(Cc1ccc(F)cc1)C(=O)C(c1ccccc1)c1ccccc1,-1%,-7%,-1%
CCc1ccccc1NS(=O)(=O)c1ccc2[nH]cc(C(=O)N3CCCCC3)c(=O)c2c1,0%,-4%,·
N#C/C(=C\c1ccc(-c2ccccc2)cc1)c1nc(-c2ccco2)cs1,-6%,26%,-16%
Cc1cc(C(=O)OCC(=O)N2CCN(c3ccccc3)CC2)c2ccccc2n1,-2%,-5%,1%
COc1cc2c(c(OC)c1OC)-c1c(cc3c(c1OC)OCO3)C1OC2[C@@H](C)[C@H]1C (stereo partly specified),8%,3%,-2%
Cc1ccc(C2/C(=C(/O)c3ccc(Br)cc3)C(=O)C(=O)N2Cc2ccco2)o1 (stereo unspecified),3%,-8%,-13%
COc1ccc(N(CCC#N)S(=O)(=O)c2cccc3nsnc23)cc1,-12%,0%,-12%
CC1=Nc2cc(C(=O)NCCCOC(C)C)ccc2Sc2ccccc21,-2%,-5%,-14%
CCCCNc1cc(NC2CCCCC2)c2c3c(onc13)-c1ccccc1C2=O,4%,-5%,·
COc1ccccc1-c1nc2cc3ccccc3cc2nc1-c1ccccc1OC,-20%,?,5%
Cc1ccccc1OCC(=O)Nc1nc(-c2ccncc2)cs1,9%,2%,·
Cc1cccc2sc(NC(=O)CNS(=O)(=O)c3ccc(Br)s3)nc12,11%,-7%,1%
CCN(C(=O)Cn1ccc(C(F)(F)F)n1)c1c(N)n(Cc2ccccc2)c(=O)[nH]c1=O,-6%,-9%,·
CCOc1ccc(S(=O)(=O)n2ccc(C)n2)c2ccccc12,-11%,-25%,8%
CC1(C)NC(=O)N(CCCC(=O)Nc2ccc(C(F)(F)F)cc2)C1=O,-8%,1%,·
COC(=O)c1ccc(C(=O)OC)c(NC(=O)CN(C)Cc2ccccc2)c1,-30%,-2%,2%
CCC(Cc1ccccc1)NC(=O)Cn1ncc2c3ccccc3n(Cc3ccc(F)cc3)c2c1=O (stereo unspecified),2%,-2%,·
Cn1cc([N+](=O)[O-])c(C(=O)N2CCCCCC2)n1,-1%,-5%,-7%
O=C(c1ccc(NS(=O)(=O)c2cccc(C(F)(F)F)c2)cc1)N1CCCC1,-1%,-29%,0%
CCn1c(SCC(=O)Nc2nnc(C)s2)nc2c(c1=O)SC(C)C2 (stereo unspecified),-15%,-17%,0%
C[C@]12CCC(=O)C=C1CCC1C2CC[C@@]2(C)C1CCC21OCCO1 (stereo partly specified),1%,-1%,·
CCn1c(SCC(=O)N/N=C(\C)c2ccncc2)nnc1-c1ccccc1,-3%,-13%,8%
N#C/C(=C\c1coc2ccccc2c1=O)C(N)=S,16%,?,-24%

# Source: PubChem

# An excerpt; rates above refer to the full screens.
